High-throughput results as filed in PubChem BioAssay.
FLuc stim CS: firefly luciferase counter-screen for stimulation assays. ATPlite luciferase biochemical, luminescence, 10 min; 0 = ATP-free wells, 1 = DMSO control. activation factor at 10 µM. 200,000 tested, under 10 active. AID 1027;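 active = luciferase activation factor, scaled between plate controls, of at least 2 with compound at 10 µM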
Target sequence (P08659 whole entry, looked up): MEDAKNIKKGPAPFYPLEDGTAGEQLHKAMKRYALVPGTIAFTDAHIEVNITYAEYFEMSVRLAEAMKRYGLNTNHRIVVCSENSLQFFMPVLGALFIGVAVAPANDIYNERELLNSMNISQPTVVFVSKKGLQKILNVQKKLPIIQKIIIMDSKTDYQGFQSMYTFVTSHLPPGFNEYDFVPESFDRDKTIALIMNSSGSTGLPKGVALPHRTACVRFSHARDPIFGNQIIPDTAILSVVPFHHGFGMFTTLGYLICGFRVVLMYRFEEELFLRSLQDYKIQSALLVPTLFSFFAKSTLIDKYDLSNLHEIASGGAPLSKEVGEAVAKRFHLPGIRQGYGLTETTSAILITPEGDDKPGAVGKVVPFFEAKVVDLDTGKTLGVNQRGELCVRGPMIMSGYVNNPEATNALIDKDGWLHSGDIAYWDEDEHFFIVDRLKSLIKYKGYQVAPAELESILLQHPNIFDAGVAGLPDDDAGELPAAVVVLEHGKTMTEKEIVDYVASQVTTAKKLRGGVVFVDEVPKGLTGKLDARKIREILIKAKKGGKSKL
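Assay system: Luciferase/luciferin detection reagent, cell-free biochemical luciferase assay / Also added: ATP substrate / Schedule: 10 min at ambient temperature / Measured by: luminescence measurement of luciferase light output / Benchmarks: low control with PBS replacing ATP, high control enzyme plus ATP without compound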
STAT3 act: STAT3 signaling activation; activation (% of control), % at 5.6 µM; 190,000 compounds, 0.91% hits; U3A cells, IL-6 STAT3-luciferase reporter, luminescence; 100% = signal with IL-6 EC80 alone;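 active = activation above the screen-wide mean of compound activation plus 3 SD, cut at about 130% in these data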;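 also: 0% = background luminescence of wells with medium and substrate only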
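Assay system – human STAT1-deficient U3A cells with stable STAT3-luciferase reporter · Also added – IL-6 (33 ng/mL) · Schedule – compound 1 h, then IL-6 6 h at 37 °C · Technique – reporter luminescence signal · Evaluation – % activation versus median of IL-6-stimulated wells · Benchmarks – IL-6-only wells as 100% reference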
STAT1 blocker: inhibitors of IFN-gamma induced STAT1 signaling; NIH 3T3 STAT1-luciferase reporter, luminescence; inhibition, % at 5.5 µM; 200,000 compounds, 0.35% hits;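 active = inhibition above a set limit, the mean inhibition across all tested compounds plus 3 SD, cut at about 34% in these data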;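 also: 0% = IFN-gamma with DMSO and 100% = IFN-gamma with 300 µM nifuroxazide; values of inactives mirror those of a sister screen read the other way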
STAT1 act: STAT1 signaling activation | NIH 3T3 STAT1-luciferase reporter, IFN-gamma, luminescence; 100% = IFN-gamma alone, no compound | AID 932 | 200,000 compounds, 2.6% hits | activation (% of control), % at 5.5 µM;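 active = activation above the screen-wide mean activation plus 3 SD, cut at about 130% in these data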;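 also: raw ratio to IFN-gamma control signal so 100% means no change and 0% no light; values of inactives mirror those of a sister screen read the other way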
FLuc inhib CS: counter-screen for luciferase assay inhibitors: firefly luciferase inhibition; P08659; ATPLite firefly luciferase biochemical luminescence, 10 min; inhibition, % at 10 µM; 200,000 compounds, 1.5% hits;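 active = inhibition above about 50% when tested at 10 µM, limit read from the data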
NF-kB neuron act: compounds increasing NF-kB expression in human neuronal cells | NF-kB reporter expression; active compounds read high | fold change at 12.5 µM | 190,000 compounds, 1.6% hits | AID 1239; in the data active = fold change above about 3.3
APP 5UTR inh: APP translation inhibition; SH-SY5Y APP 5'UTR-luciferase reporter, luminescence; inhibition, % at 2 µM; 190,000 compounds, 0.82% hits;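 active = inhibition above a set limit, derived from the sample mean plus 3 SD, cut at about 45% in these data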; also: values of inactives mirror those of a sister screen read the other way
APP 5'UTR act: activates APP 5'UTR luciferase reporter. SH-SY5Y APP 5'UTR luciferase reporter, luminescence; zero percent = DMSO vehicle wells. activation, % at 2 µM. 190,000 compounds, 1% hits. AID 1276;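 active = activation above a set limit, based on mean plus 3 SD of controls, cut at about 140% in these data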; also: values of inactives mirror those of a sister screen read the other way
STAT3 inh: reduces IL-6 driven STAT3 reporter signal; inhibition, % at 5.5 µM; AID 862; 190,000 compounds, 0.89% hits; U3A cells, IL-6 STAT3-luciferase reporter, luminescence; host cell line lacks STAT1;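 active = inhibition above the mean inhibition across all screened compounds plus 3 SD, cut at about 44% in these data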;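 also: 0% = DMSO only wells and 100% = 100 µM nifuroxazide control wells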
ROMK primary: modulators of human ROMK potassium channel | P48048 | Tet-inducible ROMK, thallium flux fluorescence; actives lie on both sides | B-score at 10 µM | 130,000 compounds, 2% hits;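 active = signal ratio slope over the read window, or its plate-corrected B-score, at least 3 SD from the plate mean, either direction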;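 also: B-score of the F/F0 ratio slope over 7 to 12 s after thallium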
Target sequence (P48048 whole entry, looked up): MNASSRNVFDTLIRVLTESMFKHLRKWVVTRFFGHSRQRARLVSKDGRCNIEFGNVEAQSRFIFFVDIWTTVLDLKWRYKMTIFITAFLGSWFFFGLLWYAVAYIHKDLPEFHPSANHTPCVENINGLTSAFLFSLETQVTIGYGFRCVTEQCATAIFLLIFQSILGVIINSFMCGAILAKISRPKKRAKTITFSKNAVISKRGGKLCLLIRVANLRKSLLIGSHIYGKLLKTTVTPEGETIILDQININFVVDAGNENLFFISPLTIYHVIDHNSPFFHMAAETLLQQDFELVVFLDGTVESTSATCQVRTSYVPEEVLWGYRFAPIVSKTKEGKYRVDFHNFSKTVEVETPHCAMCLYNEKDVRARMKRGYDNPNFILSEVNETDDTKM
An asterisk follows results filed as active; x = no result given. This is a random part of the collection; 7.1% or so of the library scored in one or more.

No.	SMILES	APP 5UTR inh	FLuc inhib CS	ROMK primary	NF-kB neuron act	FLuc stim CS	STAT1 blocker	STAT1 act	APP 5'UTR act	STAT3 inh	STAT3 act
1	COc1ccc2c(c1)C1=NN(/C(C)=C/C(C)=O)C(c3ccc(F)cc3)C1CC2 (configuration not stated)	-38	2	0.7	1.7	1	-9	108	38	-42	132
2	CC(=O)Nc1ccc(S(=O)(=O)NC(CC(=O)NCCCN2CCOCC2)C(C)C)cc1 (configuration not stated)	16	-7	x	1.1	1.1	-1	101	-16	1	101
3	COc1ccc(-c2nnc(SCC(=O)N3CCC(Cc4ccccc4)CC3)o2)cc1OC	-6	-7	x	0.49	1.1	-14	113	6	4	100
4	CC(C)C(=O)Nc1ccc(C(=O)NNC(=O)CCc2ccccc2)cc1	-2	-2	0.7	0.93	1	-11	110	2	4	99
5	CCOC(=O)N1CCC(c2cc(=O)n3[nH]ccc3n2)CC1	14	-7	x	1.1	1.1	-3	103	-14	11	95
6	CCNc1nc(=S)nc(NC(C)C)[nH]1	16	-9	x	1.4	1.1	-14	112	-16	-8	110
7	CCOc1ccc(N(CC(=O)Nc2ccccc2C)S(=O)(=O)c2c(C)noc2C)cc1	66*	-3	x	2.8	1	3	98	-66	9	99
8	CCOC(=O)C1(C)NC(c2ccco2)C2C(=O)N(CC)C(=O)C21 (configuration not stated)	0	-6	-0.041	1.2	1.1	-13	110	-1	0	102
9	COC(=O)C1=C(C(C)=O)C(c2ccc(C(=O)OC)cc2)n2nnnc2N1 (configuration not stated)	7	-1	0.76	1.2	1	1	106	-7	0	100
10	CCCCN1C(=O)c2ccc(C(=O)Nc3cccc(C)c3C)cc2C1=O	-16	-5	0.72	0.82	1	-3	102	16	7	99
11	O=C(Nc1ccc2oc(-c3ccc(F)cc3)nc2c1)c1ccccc1F	-16	0	x	1.3	1	-17	116	16	23	84
12	Cc1ccc(C(=O)/C=C\NCc2ccccc2)cc1	-14	18	-0.59	1.8	0.8	-33	130*	14	-7	107
13	C=CCNc1nc(Nc2ccc([N+](=O)[O-])cc2)nc(OCC)n1	5	-2	x	1.1	1	-1	101	-5	-7	102
14	COc1cccc(CNC(=S)Nc2cc(C)ccc2C)c1	-4	3	0.89	1.1	1	12	87	4	0	102
15	CCS(=O)(=O)C1=NSC2=NC(=O)/C(=C\c3cc(C)n(-c4cccc(OC)c4)c3C)C(=N)N21	-6	12	1	1.2	0.9	1	98	6	10	101
16	CCOC(=O)N1CCN(c2cc(=O)n(-c3ccccc3Cl)c(=O)[nH]2)CC1	-2	-6	x	0.92	1.1	7	94	2	11	95
17	COc1ccc(N/C(C)=C2/C(=O)C(=O)N(CCO)C2c2ccc([N+](=O)[O-])cc2)cc1 (configuration not stated)	-2	-4	-0.32	1.8	1	9	91	2	3	103
18	CCOC(=O)C1=C(C)Nc2nc(C)nn2C1c1ccc(OC)c(OC)c1 (configuration not stated)	-16	0	-0.83	1.2	1	5	95	16	0	100
19	CCC(=O)Nc1ccc(/C(C)=N\NC(=O)c2ccc(C)s2)cc1	11	-10	x	1.9	1.1	1	99	-11	0	101
20	COc1ccc(NC(=O)CCN2C(=O)C3CC=C(Cl)CC3C2=O)cc1 (configuration not stated)	-10	-4	-0.0048	1.1	1	11	90	10	1	102
21	COc1cccc(C2=NOC(C(=O)N3CCc4ccccc4C3)C2)c1 (configuration not stated)	10	-8	x	1.1	1.1	9	92	-10	2	103
22	CC(=O)c1ccc(OCc2ccc(Oc3c(Cl)cccc3[N+](=O)[O-])cc2)cc1	-32	-10	x	1	1.1	-2	102	32	4	96
23	O=C(c1ccc(-n2cccc2)cc1)N1CCN(Cc2ccccc2)CC1	-1	-1	x	1.3	1	-1	101	1	12	98
24	Cc1ccc(NCC(=O)N/N=C/c2ccc(-c3cccc(C(F)(F)F)c3)o2)cc1	-2	-3	x	0.92	1	-4	104	2	-12	106
25	CCOc1ccc(OCCn2ccnc2)cc1	-4	0	0.59	1.1	1	-2	102	4	4	95
26	O=C(CCN1C(=O)C2CC=C(Cl)CC2C1=O)N1CCCCC1 (configuration not stated)	1	-1	x	1.4	1	0	100	-1	10	95
27	CCOC(CNC(=O)c1ccc(CNC(=O)c2ccc(OC)c(OC)c2)cc1)OCC	14	-5	0.014	1.3	1	-3	101	-13	-9	109
28	COC(=O)CN(C#N)c1nc(OC)nc(N(C)C)n1	-3	-4	x	1.1	1	-3	103	3	2	101
29	Cc1ccc(S(=O)(=O)Nc2ccc(-c3cn4ccc(C)cc4n3)cc2)cc1	0	2	-0.51	1.2	1	-6	105	0	17	87
30	CC12CCC(=O)N1C(C(=O)O)Cc1c2[nH]c2ccccc12 (configuration not stated)	2	-6	-0.53	0.9	1.1	7	94	-2	-2	104
31	COc1ccc(C(=O)c2c(C(F)(F)F)oc3c2C(=O)c2ccccc2C3=O)cc1	27	1	x	0.28	1	5	95	-27	25	81
32	CC(=O)Oc1ccc(-c2cccc(C(=O)Oc3ccccc3)c2)cc1	2	-4	-0.035	1.4	1	1	99	-2	7	99
33	N/C(=N\OC(=O)c1ccc(=O)n(Cc2ccc(Cl)cc2)c1)c1ccccn1	-25	-2	1.2	1.1	1	-4	103	25	0	102
34	Nc1nnc(SCC(=O)N2CCN(c3ccccc3)CC2)s1	-6	-4	x	1.2	1	-2	102	5	0	109
35	Cc1nc2nc(SCC(=O)N3CCOCC3)nn2c(C)c1Cc1c(F)cccc1Cl	0	-1	x	1.1	1	-4	105	0	1	105
36	COc1ccc(-c2nn(-c3ccccc3)cc2N)cc1	-79	26	-0.44	4*	0.7	-68	165*	79	5	96
37	COc1ccc(N=C2C(=Nc3ccc(OC)cc3)N(c3ccc(N(C)C)cc3)C(=S)N2c2ccc(OC)cc2)cc1	1	-6	-0.047	2.2	1.1	0	100	-1	2	101
38	CN1C(=O)/C(=C2\SC(N)=NC2=O)c2ccccc21	-4	2	0.35	1.2	1	-3	103	4	12	90
39	Nc1nc(SCC(=O)N2CCCC2)[nH]c(=O)c1-c1ccccc1	-23	-9	1.5	1.2	1.1	-1	95	23	1	102
40	Cc1ccc(NC(=O)c2ccccc2)s1	-160	76*	x	6.6*	0.2	-18	116	160*	39	71

A second format for 3 compounds above.
#28 COC(=O)CN(C#N)c1nc(OC)nc(N(C)C)n1
  APP 5UTR inh: -3
  FLuc inhib CS: -4
  ROMK primary: x
  NF-kB neuron act: 1.1
  FLuc stim CS: 1
  STAT1 blocker: -3
  STAT1 act: 103
  APP 5'UTR act: 3
  STAT3 inh: 2
  STAT3 act: 101

#29 Cc1ccc(S(=O)(=O)Nc2ccc(-c3cn4ccc(C)cc4n3)cc2)cc1
  APP 5UTR inh: 0
  FLuc inhib CS: 2
  ROMK primary: -0.51
  NF-kB neuron act: 1.2
  FLuc stim CS: 1
  STAT1 blocker: -6
  STAT1 act: 105
  APP 5'UTR act: 0
  STAT3 inh: 17
  STAT3 act: 87

#30 CC12CCC(=O)N1C(C(=O)O)Cc1c2[nH]c2ccccc12 (configuration not stated)
  APP 5UTR inh: 2
  FLuc inhib CS: -6
  ROMK primary: -0.53
  NF-kB neuron act: 0.9
  FLuc stim CS: 1.1
  STAT1 blocker: 7
  STAT1 act: 94
  APP 5'UTR act: -2
  STAT3 inh: -2
  STAT3 act: 104

Next part.
No.	SMILES	APP 5UTR inh	FLuc inhib CS	ROMK primary	NF-kB neuron act	FLuc stim CS	STAT1 blocker	STAT1 act	APP 5'UTR act	STAT3 inh	STAT3 act
41	CCS(=O)(=O)Nc1cccc(C2=NN(S(C)(=O)=O)C(c3ccccc3)C2)c1 (configuration not stated)	10	-2	-0.55	1.4	1	-4	102	-10	-27	130
42	NC1=NC(=O)CC(C(=O)NCCc2ccccc2)S1 (configuration not stated)	-12	-4	0.093	1.2	1	4	97	12	-7	105
43	O=C(c1ccc2ccccc2c1)N1CCN(S(=O)(=O)/C=C/c2ccccc2)CC1	-6	-5	-0.23	1	1.1	-1	100	6	10	93
44	Cc1ccc(NC(=O)CN2C(=O)NC3(CCc4ccccc43)C2=O)cc1 (configuration not stated)	-8	6	-0.68	1	0.9	-2	103	8	-9	108
45	CCOC(=O)c1c(-c2ccc(-c3ccccc3)cc2)csc1NC(=O)C1C2CCC(O2)C1C(=O)O (configuration not stated)	-4	-7	x	1.1	1.1	1	99	4	2	107
46	Cc1ccc(NC(=O)CSc2nc3ccccc3c(=O)n2CCCC(=O)N2CCCC2)cc1	-7	-6	x	0.69	1.1	2	98	7	16	87
47	Cc1ccc(C(=O)Cc2nnc(C)s2)cc1	-37	29	0.23	1.1	0.7	-23	125	37	-4	101
48	Cc1ccc(C)c(CSCC(=O)NCc2cccs2)c1	0	-1	-1.2	1.1	1	-4	104	0	16	93
49	CCC(Sc1nc2n[nH]c(C)c2c(=N)n1-c1cccc(Cl)c1)C(=O)NCCOC (configuration not stated)	-1	-9	0.95	0.36	1.1	-6	106	1	5	100
50	Cn1cc(CCC(=O)N2CCCC(C(=O)c3cccc4ccccc34)C2)cn1 (configuration not stated)	-12	4	-0.21	1.5	1	1	99	12	10	97
51	O=C(Cn1cnc2ccccc2c1=O)NCCC(=O)Nc1ccc2c(c1)OCCO2	0	-3	-0.012	0.8	1	-2	102	1	10	98
52	O=c1c(-c2n[nH]c(=S)o2)cccn1Cc1ccccc1	-1	-4	0.98	1.3	1	9	92	1	6	95

3 compounds from above, sorted by the number in NF-kB neuron act, low to high:
entry	structure	NF-kB neuron act
48	Cc1ccc(C)c(CSCC(=O)NCc2cccs2)c1	1.1
42	NC1=NC(=O)CC(C(=O)NCCc2ccccc2)S1 (configuration not stated)	1.2
50	Cn1cc(CCC(=O)N2CCCC(C(=O)c3cccc4ccccc34)C2)cn1 (configuration not stated)	1.5
